Bioassay records deposited in PubChem by National Center for Advancing Translational Sciences (NCATS).
GAA glycogen mod: inhibitors or activators of human alpha-glucosidase glycogen cleavage; recombinant GAA, glycogen substrate, Amplex Red glucose oxidase fluorescence; Potency, µM (highest dose often 76.4 µM), inactives show top-dose activity change, negative = inhibition, actives largely listed as inhibitors; 0.38% of 300,000 active; active means well fitted inhibition curve with a large enough effect;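 further: 0% = full enzyme reaction and -100% = no-enzyme basal signal; the screen sought inhibitors and activators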
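Natural-substrate format: glycogen cleavage by 4 nM human enzyme, glucose read by Amplex Red coupling (Ex 573, Em 610 nm). Normalized to enzyme and no-enzyme controls.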
An asterisk follows results filed as active; & = joins results of further samples; [ ] = dose if it differs, or a comment. Potency means the concentration at half of the fitted maximal effect. A portion of the library; the hit share may differ from the screen's.

SMILES,GAA glycogen mod
COc1cccc(NC(=O)CCC2CCN(C(=O)Cc3cccc(F)c3)CC2)c1,-1%[76.3 µM]
COc1ccc(/C=C2\Oc3cc(OCC(=O)N4CCC[C@H]4C(=O)O)ccc3C2=O)c(OC)c1,20%[76.3 µM]
Cc1ccccc1N(CC(=O)NC(C)(C)C)C(=O)CCC(=O)Nc1nccs1,3%[76.3 µM]
Cc1ccc(-c2noc(C3CCCN(C(=O)c4cccc(F)c4)C3)n2)cc1 (stereo not given),-15%[76.3 µM]
Cc1ccc(N2CCN(C(=O)c3cc(-c4ccc(F)cc4)[nH]c3C)CC2C)cc1 (stereo not given),-7%
CCN1CCN(CCCNC(=O)c2cc3c(s2)-c2ccccc2OC3)CC1,-3%&9%[76.3 µM]
O=C(NCc1ccccc1)c1ccc(N2CCC3(CC2)CC(c2ccc(Cl)cc2)=NO3)c([N+](=O)[O-])c1,10%[76.3 µM]
CCOC(=O)c1c(NC(=O)c2ccc(OC)c(OC)c2)sc2c1CCCCC2,13%[76.3 µM]
COc1ccc(-n2c(=O)c3sc4ccccc4c3n(CC(=O)Nc3cccc(C)c3)c2=O)cc1,-4%[76.3 µM]
COc1cc2c(cc1OC)CN(CCOc1ccc(Br)cc1)CC2,2%
CC(=O)c1ccccc1OCc1ccc(C(=O)c2ccccc2)cc1,1%[76.3 µM]
CSc1ccccc1OCc1cc(C(=O)N2CCc3sccc3C2)no1,2%[76.3 µM]
Cc1cc(C)c(S(=O)(=O)Nc2c(C)n(C)n(-c3ccccc3)c2=O)cc1[N+](=O)[O-],0%
O=C(NCCN1CCOCC1)/C(=C/c1ccccc1)NC(=O)c1ccccc1,0%
COCCn1c(CCC(=O)Nc2ccc(OC)c(OC)c2)nc2cccnc21,14%[76.3 µM]
CCOc1ccc(C(=O)c2cn(CC(=O)Nc3ccc(Cl)cc3)c3cc4c(cc3c2=O)OCO4)cc1,2%[76.3 µM]
Cc1onc(-c2c(F)cccc2Cl)c1C(=O)NCc1ccccc1,3%[76.3 µM]
O=C(Nc1ccc2c(c1)OCO2)c1ccc(Cl)cc1Cl,-3%[76.3 µM]
COC(=O)c1sc(NC(=O)CSc2nc3cccnc3n2C)nc1C,-6%
O=c1[nH]c(C2CCN(S(=O)(=O)c3ccc(C(F)(F)F)cc3)CC2)nc2c1nnn2Cc1ccc(F)cc1,-5%
CCOc1ccccc1/C=N/n1c(C)nc2ccccc2c1=O,0%
COc1ccccc1C(=O)Nc1nnc(SCC(=O)NCC2CCCO2)s1 (stereo not given),-13%[76.3 µM]
COc1ccc(Cl)cc1NC(=O)c1cn(C2CCCCC2)c(=O)c2c1c1ccccc1n2C,-2%[76.3 µM]
CCOC(=O)c1c(NC(C)=O)c2c3c(sc2n1Cc1nc(-c2cccc(C)c2)oc1C)CCCC3,-13%[76.3 µM]
Cc1ccc(N(C(=O)c2csnn2)C(C(=O)NC2CCCCC2)c2ccccn2)cc1C (stereo not given),0%
CCOC(=O)CN(Cc1ccccc1)C(C(=O)NC1CCCCC1)c1ccc(C)cc1 (stereo not given),7%[76.3 µM]
Cc1noc(/C=C/N(C)C)c1S(=O)(=O)N1CCCC(C(=O)Nc2ccc(F)cc2F)C1 (stereo not given),-7%[76.3 µM]
CCOC(=O)CNc1nc(C(C)(C)C)nc2c1nnn2Cc1ccccc1,-5%[76.3 µM]
CC(C)c1ccc(NC(=O)c2cn(C3CCCCC3)c(=O)c3c2c2ccccc2n3C)cc1,13%[76.3 µM]
COC(=O)N1C(=O)[C@](c2ccccc2)(C2CCCC2)N1C(=O)OC,-9%[76.3 µM]
Cc1nsc2nc3c(F)c(F)c(F)c(F)c3cc12,17%[76.3 µM]
Cc1ccc(NC(=O)CSc2nnc3scc(-c4ccc(Cl)cc4)n23)cc1,16%[76.3 µM]
Cc1ccc(NC(=O)N2CCCC(c3ccccc3)C2)cc1 (stereo not given),-16%
COc1ccc(N2CCN(C(=O)CCc3cc(OC)c(OC)c(OC)c3)CC2)cc1,6%
COCCCNC(=O)CCc1nnc2ccc(N3CCC(C)CC3)nn12,4%
CCOc1ccc2oc(=O)cc(CN3CCN(C(=O)c4ccc(OC)c(OC)c4)CC3)c2c1,13%[76.3 µM]
CC(=O)Nc1ccc(NC(=O)c2c(C)nn(-c3ccccc3)c2-n2cccc2)cc1,-5%[76.3 µM]
COc1ccc(C(=O)N(C)C2CCCc3ccccc32)cc1OC1CCN(C(C)C)CC1 (stereo not given),-2%[76.3 µM]
COc1ccc(C(CNC(=O)c2oc3cc(C)c(Cl)cc3c2C)N2CCCCC2)cc1 (stereo not given),-9%[76.3 µM]
CCn1cc2nc(SCC(=O)Nc3ccc(OC)c(OC)c3)n(Cc3ccc(Cl)cc3)c(=O)c2n1,6%[76.3 µM]
Cc1ccc(NC(=O)C(=O)c2c[nH]c3ccccc23)cc1,-13%[76.3 µM]
O=C(c1cc(COc2ccc(F)c(F)c2)on1)N1CCN(C/C=C/c2ccccc2)CC1,2%[76.3 µM]
O=C(CCC(=O)N1CCSc2ccccc21)NCc1cccc(Br)c1,-4%[76.3 µM]
CC(C)c1ccc(CNC(=O)C2CCCN2S(=O)(=O)c2ccccc2)cc1 (stereo not given),1%
Cc1ccc(N2CCN(S(=O)(=O)c3ccc(-n4cnnn4)cc3)CC2)c(C)c1,6%[76.3 µM]
Cc1ccc(CNC(=O)CCc2c(C)nc3c4c(C)cc(C)nc4nn3c2C)cc1,-4%[76.3 µM]
O=C(Nc1cccc(C(F)(F)F)c1)c1cc2nc(-c3ccco3)cc(C(F)(F)Cl)n2n1,-13%[76.3 µM]
COc1ccc(N(CC(=O)Nc2ccc(F)cc2F)S(=O)(=O)c2c(C)nn(C)c2C)cc1,1%[76.3 µM]
O=C(c1cc(COc2ccccc2)on1)N1CCCC(OCc2cccnc2)C1 (stereo not given),0%[76.3 µM]
Cc1c(CC(=O)NCCC(C)C)c(=O)oc2cc3c(cc12)CCC(C)(C)O3,8%
CCOC(=O)C1CCN(C(=O)Cn2nc(C)n3c(cc4sccc43)c2=O)CC1,16%[76.3 µM]
Cc1cc(C)cc(OC(C)C(=O)Nc2nonc2-c2ccc(Br)cc2)c1 (stereo not given),11%[76.3 µM]
COc1ccc(-c2noc3c2-c2nc(-c4c(F)cccc4F)sc2CC3)cc1,12%[76.3 µM]
COc1ccccc1-n1cc(-c2ccc(Br)cc2)[nH]c1=S,-13%
CCOC(=O)[C@@H]1[C@H]2COc3cc(OC)ccc3[C@@H]2N2C(=O)N(c3ccc(Cl)cc3)C(=O)[C@@]12C,8%[76.3 µM]
Cc1ccc2nc(-c3ccc(Cl)c(NC(=O)COc4ccc(C(C)C)cc4)c3)oc2c1,-23%[76.3 µM]
COCCNc1nc2ccccc2n1CC(=O)c1ccc(OC)c(OC)c1,-12%[76.3 µM]
CC(=O)c1ccc(COC(=O)Cc2ccc([N+](=O)[O-])cc2)cc1,-4%[76.3 µM]
CS(=O)(=O)N1CCN(c2ccccc2NC(=O)c2cc3ccccc3o2)CC1,-3%
O=C(c1ccc2c(c1)OCO2)C1CCCN(Cc2ccccc2OC(F)F)C1 (stereo not given),-1%[76.3 µM]

Carrying on:
SMILES,GAA glycogen mod
CC(C)(C)C(=O)N1CCN(C(c2ccccc2)c2ccccc2)CC1,-7%
Cc1ccc(NS(=O)(=O)c2ccc(-c3cnc(C4CC4)o3)cc2)c(C)c1,-25%[76.3 µM]
Cc1cc(C(=O)N2CCCC2)n[nH]1,-7%[76.3 µM]
COc1ccc(OC)c(NC(=O)CSc2ccc(-c3cccnc3)nn2)c1,1%[76.3 µM]
CC(=O)c1ccc(N(CC(=O)NC2CCCC2)C(=O)c2ccc(C)s2)cc1,1%
CCOc1ccc(/C=C/c2nc(C#N)c(NCCc3ccccc3)o2)cc1,-13%[76.3 µM]
Cc1ccc(C)c(C(=O)c2ccccc2NC(=O)c2ccccn2)c1,5%[76.3 µM]
CCCn1c2ccccc2c2cn[nH]c(=O)c21,1%
COc1cc(C(c2c(C)[nH][nH]c2=O)c2c(C)[nH][nH]c2=O)cc(Cl)c1O,6%[76.3 µM]
O=C(NCCn1cc(SCc2ccc(C(F)(F)F)cc2)c2ccccc21)c1cccs1,-20%[76.3 µM]
CCc1nn(CCCC(=O)N2CCN(c3cccc(OC)c3)CC2)c(=O)c2cc3occc3n12,-9%[76.3 µM]
CCC(C)n1c(=N)c(C(=O)NCc2ccccc2)cc2c(=O)n3cc(C)ccc3nc21 (stereo not given),17%[76.3 µM]
CNS(=O)(=O)c1cn(CC(=O)NCc2ccc(F)cc2)cc1S(=O)(=O)NC,4%
O=C(CCC(=O)N(CC(=O)NC1CCCCC1)c1ccc(F)cc1)Nc1nccs1,-4%
COc1ccc(C(=O)Nc2ccc(-c3n[nH]c(=S)o3)cc2)cc1,-6%

Three structures from above, sorted by SMILES length, high to low.
SMILES,GAA glycogen mod
CC(=O)c1ccc(N(CC(=O)NC2CCCC2)C(=O)c2ccc(C)s2)cc1,1%
COc1ccc(C(=O)Nc2ccc(-c3n[nH]c(=S)o3)cc2)cc1,-6%
CCCn1c2ccccc2c2cn[nH]c(=O)c21,1%

Other entries follow.
SMILES,GAA glycogen mod
O=C(COc1ccccc1Cl)NCCNC(=O)c1ccco1,4%[76.3 µM]
O=S1(=O)CCC(NS(=O)(=O)c2ccc3ccccc3c2)C1 (stereo not given),-1%
CCCCN(CC)CCCNC(=O)c1cn(-c2ccc(OC)cc2)c(=O)c2ccccc12,8%
CC(C)Cc1ccc(S(=O)(=O)N2CCN(c3ccccn3)CC2)cc1,5%
O=C(c1ccc(F)cc1)c1cc2ccc(O)cc2oc1=O,1%
COc1ccc(NC(=O)C2CCN(c3nc(-c4ccc(OC)c(OC)c4)no3)CC2)cc1Cl,8%[76.3 µM]
CS(=O)(=O)N(CC(=O)N1CCCC1)c1ccc(Cl)cc1Cl,-5%
Cc1ccc(Nc2nc(Nc3ccc(C)c(C)c3)nc(N3CCOCC3)n2)cc1C,-16%[76.3 µM]
O=C(CCC1CCCN(C(=O)c2ccc(F)c(F)c2)C1)N1CCN(c2ccccn2)CC1 (stereo not given),-7%[76.3 µM]
CCOC(=O)C(C)n1cnc2c(nnn2-c2cccc(OC)c2)c1=O (stereo not given),3%
Cc1c(C(=O)OC2CCCCC2)[nH]c2c1C(=O)CC(c1ccccc1)C2 (stereo not given),0%[76.3 µM]
CCOc1ccc(N(CC)S(=O)(=O)N2CCCC(C(=O)Nc3cc(Cl)ccc3C)C2)cc1 (stereo not given),-12%[76.3 µM]
CCc1cccc(C)c1NC(=O)c1ccc2c(c1)CCN2S(=O)(=O)c1ccc(Cl)cc1,11%[76.3 µM]
Cc1cc(OCc2nnc(SC(C)C(=O)O)n2-c2ccccc2)ccc1Cl (stereo not given),-6%[76.3 µM]
COc1cccc(N2CCN(C(=O)c3cc4cc(Cl)ccc4[nH]3)CC2)c1,-7%
COc1ccc(NC(=O)C2=C(C)Nc3nc(SCc4ccccc4C)nn3C2c2ccc(Br)cc2)cc1 (stereo not given),4%[76.3 µM]
CN1CCN(CCCNC(=O)CN2C(=O)COc3ccccc32)CC1,2%
CCOc1ccc(N2CC(C(=O)NCCc3ccc(S(N)(=O)=O)cc3)CC2=O)cc1 (stereo not given),-11%
CC(C)NC(=O)c1cc(-c2cccs2)nc2ccccc12,0%
Cc1ccccc1NS(=O)(=O)c1ccc(Br)s1,-12%[76.3 µM]
Cc1ccc2cc(C#N)c(N3CCCN(C(=S)NCCCN(C)C)CC3)nc2c1,-8%[76.3 µM]
CS(=O)(=O)c1ccc(NCCc2ccccn2)c([N+](=O)[O-])c1,10%[76.3 µM]
C=CCNc1nc2ccccc2nc1NS(=O)(=O)c1ccc(F)cc1,0%
COCCCN(CC(=O)NCc1ccccc1)S(=O)(=O)c1ccc(C)cc1,-1%
CCNC(=O)c1c(NC(=O)COc2ccc(F)cc2)sc2c1CCCC2,-1%[76.3 µM]
CN(C)CCCNC(=S)N1CCC(c2nc3ccccc3[nH]2)CC1,-6%[3.05 µM]
CCOC(=O)c1csc(NC(=O)CN2CCN(C)CC2)n1,7%
COc1ccccc1/C=C1\SC(=S)N(CCC(=O)Nc2cccc(O)c2)C1=O,-16%[76.3 µM]
O=C(c1ccc2c(c1)N(Cc1ccccc1)C(=O)c1ccccc1S2(=O)=O)N1CCN(Cc2ccccc2)CC1,-18%[76.3 µM]
COc1ccc(C(C(=O)NC2CCCC2)N(C(=O)c2snc(C(N)=O)c2N)C2CCCC2)cc1OC (stereo not given),2%
Cc1nn(-c2ccccc2)c(OC(=O)c2ccccc2Cl)c1S(=O)(=O)c1ccccc1,-17%[76.3 µM]

Some of the entries so far, with each value named:
> CSc1ccccc1OCc1cc(C(=O)N2CCc3sccc3C2)no1
  GAA glycogen mod = 2%[76.3 µM]
> Cc1cc(C)c(S(=O)(=O)Nc2c(C)n(C)n(-c3ccccc3)c2=O)cc1[N+](=O)[O-]
  GAA glycogen mod = 0%
> O=C(NCCN1CCOCC1)/C(=C/c1ccccc1)NC(=O)c1ccccc1
  GAA glycogen mod = 0%
> COCCn1c(CCC(=O)Nc2ccc(OC)c(OC)c2)nc2cccnc21
  GAA glycogen mod = 14%[76.3 µM]
